FadD28 FP inh: inhibitors of FadD28 bisubstrate probe binding, primary screen, biochemical, fluorescence polarization, single point | Mycobacterium tuberculosis FadD28 fatty-acid-AMP ligase | inhibition, % at 12.5 µM | 0.22% of 360,000 active; in the data active means inhibition above about 8.5%, passing the limit was not always enough; inconclusive means no clear call, values can overlap the other calls
GDH-TPI counter: GDH-TPI coupling enzyme inhibitors, primary screen, artefact control for M. tuberculosis FBA inhibitor project, biochemical, absorbance, full deck | inhibition, % at 4.8 µM | GDH-TPI coupled enzyme counterscreen, NADH absorbance | 1.2% of 360,000 active | AID 588335, 2011;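 further: 0% = DMSO wells and 100% = wells lacking the enzyme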
UGM FP inh: M. tuberculosis UGM enzyme inhibitors, primary screen, biochemical, fluorescence polarization, single point; UDP-galactopyranose mutase (Mycobacterium tuberculosis (strain ATCC 25618 / H37Rv)), …; purified UGM, fluorescence polarization probe displacement; inhibition, % at 10 µM; 0.06% of 320,000 active; in the data active means inhibition above about 10%, passing the limit was not always enough; inconclusive means no clear call, values can overlap the other calls
Target sequence (P9WIQ1 whole entry, looked up): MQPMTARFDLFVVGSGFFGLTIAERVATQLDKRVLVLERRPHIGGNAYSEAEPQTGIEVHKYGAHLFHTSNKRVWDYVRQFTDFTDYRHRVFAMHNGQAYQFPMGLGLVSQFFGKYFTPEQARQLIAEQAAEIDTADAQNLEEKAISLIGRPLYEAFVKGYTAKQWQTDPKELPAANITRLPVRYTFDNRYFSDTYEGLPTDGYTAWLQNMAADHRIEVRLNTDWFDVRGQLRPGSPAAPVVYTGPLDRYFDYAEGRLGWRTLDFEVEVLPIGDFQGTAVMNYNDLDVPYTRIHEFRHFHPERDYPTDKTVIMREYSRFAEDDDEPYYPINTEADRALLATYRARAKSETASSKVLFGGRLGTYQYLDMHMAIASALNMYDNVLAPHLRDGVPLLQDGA
PrPC surface inh: inhibitors of human cell surface prion protein PrPC, primary screen, cell-based, TR-FRET; TR-FRET read-out; 0.43% of 370,000 active; AID 720596, 2013; Major prion protein (Homo sapiens), P04156; inhibition, % at 13.8 µM; in the data active means inhibition above about 24%; further: 0% = median of the test wells and 100% = reference compound wells
BoNT-A LC inh2: BoNT/A light chain protease inhibitors, primary screen, biochemical, flow cytometry, MLPCN library. inhibition, % at 10 µM. 0.17% of 360,000 active. AID 588499, 2011. multiplex microsphere protease substrate cleavage; in the data active means inhibition above about 30%; inconclusive means no clear call, values can overlap the other calls; further: plate controls were buffer without enzyme for full effect and enzyme alone for no effect
FBA Mtb inh: Mtb FBA enzyme inhibitors, primary screen, biochemical, fluorescence, strain H37Rv; inhibition, % at 1 µM; purified M. tuberculosis FBA, fluorescence read-out; AID 588726, 2011; 2.3% of 360,000 active; in the data active means inhibition above about 27%;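 further: 0% = vehicle and 100% = reference inhibitor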
Target sequence (P9WQA3 whole entry, looked up): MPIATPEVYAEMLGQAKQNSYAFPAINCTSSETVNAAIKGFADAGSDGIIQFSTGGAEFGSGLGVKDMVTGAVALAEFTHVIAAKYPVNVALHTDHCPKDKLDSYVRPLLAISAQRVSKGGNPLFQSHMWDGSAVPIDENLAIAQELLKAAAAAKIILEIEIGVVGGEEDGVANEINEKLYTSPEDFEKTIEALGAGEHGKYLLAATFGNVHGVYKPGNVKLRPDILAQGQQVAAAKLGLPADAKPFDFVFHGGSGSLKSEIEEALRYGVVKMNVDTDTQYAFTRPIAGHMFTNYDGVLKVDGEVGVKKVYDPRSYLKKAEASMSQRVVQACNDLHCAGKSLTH
Mtb BioA inh: M. tuberculosis BioA enzyme inhibitors, primary screen, biochemical, plate reader, single point, HTS | purified M. tuberculosis BioA enzyme | 7,8-diaminopelargonic acid synthase BioA (Mycobacterium tuberculosis) | 0.096% of 360,000 active | inhibition, % at 9.99 µM | AID 602481, 2012; in the data active means inhibition above about 40%; inconclusive means no clear call, values can overlap the other calls
CCHFV vOTU inh: CCHFV vOTU protease inhibitors, primary screen, biochemical, Pep-AMC substrate, fluorescence; inhibition, % at 11.5 µM; 0.55% of 370,000 active; AID 651958, 2012; further: 0% = vehicle wells with enzyme and 100% = no enzyme wells
BoNT-F LC inh: BoNT/F light chain protease inhibitors, primary screen, biochemical, flow cytometry, MLPCN library; Botulinum neurotoxin type F light chain protease (Clostridium botulinum); AID 588497, 2011; Multiplex microsphere protease cleavage assay; inhibition, % at 10 µM; 0.22% of 360,000 active; in the data active means inhibition above about 35%, passing the limit was not always enough; inconclusive means no clear call, values can overlap the other calls; further: plate controls were buffer without enzyme for full effect and enzyme alone for no effect
The depositor's hits bear a star; ? = inconclusive; nt = not tested or not shown; & = joins results of further samples. Unless noted, no stated cut-off is given here; in the data, active means inhibition above about 30%; inactive means the rest.

SMILES	FadD28 FP inh	GDH-TPI counter	UGM FP inh	PrPC surface inh	BoNT-A LC inh2	FBA Mtb inh	Mtb BioA inh	CCHFV vOTU inh	BoNT-F LC inh
CCOC(=O)c1c(C)[nH]c(C(=O)CSc2nnnn2-c2ccc(C)cc2)c1C	-0.9	8	2.0	4	0.2	2	-1.0	2	-4
Cc1cc(S(=O)(=O)NCC(c2ccccc2)c2ccccc2)ccc1-n1cnnn1	-7.3	7	1.4	2	-0.2	0	-0.2	6	-5
N#CC1(N2CCN(C(=O)c3ccccc3)CC2)CCCCC1	-2.1	8	-1.4	-1	-6.0	0	-1.5	2	?
CCCCNC(c1ccccc1)c1ccncc1 (stereo not drawn)	-1.7	7	-1.6	0	-0.7	1	-0.4	-7	-13
CCCCn1c(SCC2CCCO2)nc2cc(S(N)(=O)=O)ccc21 (stereo not drawn)	-6.3	4	-1.1	-5	0.4	-1	3.9	4	0
O=C(CN1CC(=O)Oc2ccccc21)OCC(=O)c1ccc(Br)cc1	-0.2	5	0.7	-3	1.4	-6	-1.2	-1	17
Cc1cc(N/N=C/c2ccncc2)nc2ccccc12	-1.1	22	nt	-10	-1.0	0	nt	8	-5
CNC(=O)COC(=O)c1ccccc1NC(=O)c1ccco1	-1.6	3	-3.0	-3	-0.5	2	4.7	-11	-7
C[C@@H]1CCCCO[C@H](CN(C)Cc2ccccc2)[C@@H](C)CN([C@H](C)CO)C(=O)c2cc(NC(=O)c3ccccc3)ccc2O1	-0.8	0	nt	0	-0.9	6	-0.5&-0.5	2	-2
CCOC(=O)c1c(S(=O)(=O)NCC(=O)Nc2ccccc2OC)c(C)n(C)c1C	-0.8	9	-0.1	-4	-0.7	1	-2.3	3	-8
Cc1ccc(NC(=S)C2=C(O)c3ccccc3N(C)S2(=O)=O)cc1	2.3	38*	2.5	1	-0.7	-7	2.2	8	1
Cn1cnc([N+](=O)[O-])c1SCCO	-0.4	7	-2.1	3	-2.6	-1	-0.2	-11	?
CC1(C)CC(=O)C2=C(C1)OC(N)=C(C#N)C21C(=O)N(CN2CCOCC2)c2ccccc21 (stereo not drawn)	-1.6	5	2.8	-1	0.5	3	-0.7	6	-24
COc1ccc(C(=O)OCC(=O)NCC2CCCO2)cc1S(=O)(=O)N1CCCc2ccccc21 (stereo not drawn)	-3.5	-1	-0.8	5	-1.0	-2	nt	-6	2
CCOC(=O)C1(CCCc2ccccc2)CCN(CC(O)CO)CC1 (stereo not drawn)	1.2	2	0.8	-10	-1.3	-3	-1.6	8	-4
COc1ccc2c(c1)C(=O)c1ccccc1CO2	0.4	-2	-0.6	5	0.4	1	0.9	3	-11
COc1ccc(-c2[nH]ncc2CNCC(C)(C)N2CCOCC2)cc1F	-0.3	-2	-3.2	-3	0.5	1	-0.3	-10	-6
O=S(=O)(Nc1ccc(N2CCCCC2)cc1)c1cccc2cccnc12	-4.0	4	3.1	9	0.0	-2	nt	2	-14
CCN(CC)CCNCc1ccc(-c2ccc(Cl)cc2)o1	-0.6	3	-1.0	-7	-1.6	0	0.8	2	-20
CC(=O)c1ccc(S(=O)(=O)N2CCCc3ccccc32)cc1	-3.6	6	1.5	12	-2.8	-2	1.5	1	?
CN=C(Nc1ccccc1OC)SC1CC(=O)N(c2ccc(C(=O)OC)cc2)C1=O (stereo not drawn)	0.2	-11	-1.0	-7	-0.3	5	0.0	8	-16
COc1ccc(CCN2CC(C(=O)NCCc3ccc(F)cc3)CCC2=O)cc1 (stereo not drawn)	-1.1	3	0.1	5	0.3	1	0.2	-7	0
Cc1cc(C)cc(Nc2ncc3c(n2)CC(c2ccco2)CC3=O)c1 (stereo not drawn)	-2.1	17	0.7	-4	-0.3	-1	4.0	-11	-15
N#CCSc1nnc(-c2ccccc2)c(-c2ccccc2)n1	-1.3	9	1.0	-4	0.0	1	3.7	2	-9
[O-][N+](=Cc1ccccc1)c1ccc(Cl)cc1	-2.2	3	nt	7	-0.6	0	nt	-17	-2
O=C(CCC(=O)Nc1ccccc1)N/N=C/C=C/c1ccccc1	0.1	6	2.8	1	0.0	4	nt	0	2
Cc1nn(-c2ccccc2)c(N)c1C(O)(CSc1nccn1C)C(F)(F)F (stereo not drawn)	-2.3	3	0.7	4	-1.8	-3	nt	5	-6
O=C(NCCO)c1ccccc1O	0.1	-4	0.2	-4	-0.1	22	-0.3	0	-14
O=c1c2cc(Cl)ccc2nc(-c2ccccc2)n1O	-2.1	5	-0.5	8	-0.4	3	nt	0	2
Cn1c(NCc2cccs2)nc2ccccc21	-2.7	-3	-0.5	-10	1.4	-4	1.1	8	8
CC1C/C(=N\NC(=S)NCc2ccccc2)CC(C)(C)C1 (stereo not drawn)	-1.0	7	0.1	-5	?	-1	1.5	-2	-6
CCCCCCNCc1cccc(Br)c1	-2.5	5	-0.5	-6	-1.1	-3	-1.3	-14	-9
CSc1ccc(-c2nnn(Cc3ccc(Br)cc3)n2)cc1	-4.8	-2	-0.6	0	-0.6	5	-0.3	5	-5
COc1ccc(C[C@](C)(N)C(=O)O)cc1OC	-3.5	5	1.5	-5	-0.5	-3	-0.1	-6	-14
Cc1ccc(N2C(=O)CN(Cc3ccccc3)C2=S)cc1C	-0.8	-3	-2.4	5	-2.5	0	-1.4	-9	8
COc1cccc(-c2nc3nc(C)cc(C)n3c2NC2CCCCC2)c1	nt	nt	nt	-4	-0.2	nt	nt	3	-5
O=C(CCC1CCN(C(=O)c2cncs2)CC1)Nc1ccccc1	0.9	-1	1.8	4	1.5	0	0.3	-5	-3
COC(=O)CNC(=O)C(C)(C)Oc1ccc(Cl)cc1	-0.3	12	-0.2	5	-0.8	2	1.1	7	-5
O=c1[nH]c(CSc2ccccn2)nc2ccccc12	-0.5	-3	-2.4	8	-0.1	-1	nt	6	4
COc1cc(OC)c(NC(=O)c2csc(C)c2)cc1Cl	-2.0	5	-3.9	-9	-2.8	0	-0.2	7	-13

Among those listed so far, these have an NH in an aromatic ring.
SMILES	FadD28 FP inh	GDH-TPI counter	UGM FP inh	PrPC surface inh	BoNT-A LC inh2	FBA Mtb inh	Mtb BioA inh	CCHFV vOTU inh	BoNT-F LC inh
CCOC(=O)c1c(C)[nH]c(C(=O)CSc2nnnn2-c2ccc(C)cc2)c1C	-0.9	8	2.0	4	0.2	2	-1.0	2	-4
COc1ccc(-c2[nH]ncc2CNCC(C)(C)N2CCOCC2)cc1F	-0.3	-2	-3.2	-3	0.5	1	-0.3	-10	-6
O=c1[nH]c(CSc2ccccn2)nc2ccccc12	-0.5	-3	-2.4	8	-0.1	-1	nt	6	4

The list continues.
SMILES	FadD28 FP inh	GDH-TPI counter	UGM FP inh	PrPC surface inh	BoNT-A LC inh2	FBA Mtb inh	Mtb BioA inh	CCHFV vOTU inh	BoNT-F LC inh
CN=c1scc(-c2ccc(F)cc2)n1/N=C/c1ccc(O)c(O)c1	37*	10	nt	11	-0.3	-1	nt	7	-7
O=C(COC(=O)c1cc([N+](=O)[O-])ccc1NCc1ccccc1)NC1CCCc2ccccc21 (stereo not drawn)	0.9	4	1.4	0	-0.7	1	-1.0	10	-12
O=[N+]([O-])c1ccc(-c2nc(C(Cl)Cl)c3ccccc3n2)cc1	-1.1	10	-3.2	3	nt	-1	-1.5	-7	nt
CCOC(=O)C(C)n1cnc2c(nnn2Cc2ccc(Cl)cc2)c1=O (stereo not drawn)	1.8	-1	-3.2	-1	-0.1	2	7.1	2	3
CCCCNC(=O)COC(=O)c1cc(S(=O)(=O)N2CCCCCC2)ccc1OC	-4.1	6	-0.6	-5	0.5	0	1.8	3	-4
O=C(COc1ccc(Br)cc1)N(Cc1cccs1)C1CCS(=O)(=O)C1 (stereo not drawn)	-0.8	3	-0.5	-1	1.5	1	-0.1	-12	1
CCCCn1c(=O)[nH]c(=O)c2c(C(=O)OCC)cc(-c3ccc(OC(F)F)cc3)nc21	-1.0	-2	-2.4	-2	-0.6	17	1.1	-2	-4
Cc1ccc(CN2CCNC2=O)cc1	-0.3	-3	-0.9	2	-0.6	-1	0.1	2	-7
Cc1ccc(-c2nnc3ccc(SCC(=O)N4CCc5ccccc54)nn23)cc1	-2.8	-1	nt	-8	0.0	4	-1.6	1	-6
O=C(OCC(=O)N1CCOCC1)c1ccc[nH]c1=O	-1.3	2	-1.1	-5	-1.6	0	-0.4	-3	-20
O=C1CC(c2cccnc2)=NN1c1ccc(Cl)cc1Cl	1.6	7	1.9	8	-0.1	7	nt	0	2
O=C(OCc1cn([C@@H]2CN(CC3CCCCC3)[C@@H](c3ccc(Cl)cc3)C[C@H]2O)nn1)c1ccccc1	-0.5	11	nt	6	-0.2	-3	-0.1	-5	-9
CCCCNc1ncnc2c1cnn2-c1ccc(Cl)cc1	0.7	-4	0.3	21	-0.2	10	1.2	7	-7
C/C(CC(=O)Nc1cc(Cl)ccc1Cl)=N\NC(=O)c1ccccc1Br	-1.1	1	-2.9	7	-0.2	5	nt	-7	0
COc1cccc(CNC(=O)C2CCN(S(=O)(=O)c3ccc4c(c3)C(C)(C)C(=O)N4C)CC2)c1	1.1	9	nt	-8	-0.4	7	0.3	5	3
COc1ccc(/C=N/NS(=O)(=O)c2ccc(C)cc2)cc1	-2.4	7	2.5	-8	-2.6	8	0.6	-6	-1
O=C(CCCCCn1c(=S)[nH]c2ccc(N3CCOCC3)cc2c1=O)NCc1ccccc1Cl	-0.6	4	3.2	-3	0.3	8	-1.2	-10	-1
CCOC(=O)c1cccc(NC(=S)N2CCN(c3ncc4c(=O)c(C(=O)O)cn(CC)c4n3)CC2)c1	-1.2	3	0.5	-5	0.2	-1	nt	-8	4
Cc1nnc(N2CCCC(C(=O)Nc3cc(F)ccc3F)C2)c2nn(-c3ccccc3)c(C)c12 (stereo not drawn)	-1.8	0	-2.7	nt	-1.2	8	0.4	nt	4
CC(O)[C@H]1CNC(=O)C(=O)N1CCC12CC3CC(CC(C3)C1)C2 (stereo partly drawn)	-1.9	9	-1.0	2	0.0	0	-1.8	5	-9
Nc1c(C(=O)NCc2ccc3c(c2)OCO3)nnn1CC(=O)Nc1ccc(Br)cc1	-0.8	13	-0.3	-1	-1.4	2	-1.4	-5	0
O=C(CSc1nccc(-c2cccs2)n1)Nc1cccc(Cl)c1	-1.7	12	0.6	8	-2.0	0	4.3	-11	?
COc1cc(C2Nc3ccc4ccccc4c3C3=C2C(=O)CC(C)(C)C3)ccc1OCC(=O)O (stereo not drawn)	-2.9	2	2.8	-7	-0.3	121*	7.8	-205	8
Clc1ccc(Cn2ccnc2)cn1	0.1	0	2.5	-1	-0.9	0	0.6	9	-12
N#Cc1ccc(S(=O)(=O)NCCc2ccncc2)cc1	0.4	7	nt	-3	-1.7	1	-2.6	3	-12
CN(CC(=O)Nc1cccc(F)c1)C(=O)c1ccc(N2CCCCC2)c([N+](=O)[O-])c1	0.4	0	-0.6	-2	nt	-4	nt	0	nt
Cc1c(Cl)cccc1-n1nnnc1-c1cccs1	-1.5	-13	-0.2	2	0.4	6	2.8	-1	8
O=C(Nc1ccccc1)OCCN1CCN(Cc2ccccc2)CCC1=O	-2.0	0	-0.4	0	0.3	1	0.1	-4	1
CSC[C@H]1CN(c2ccccc2)C(=O)[C@@H]1CC(=O)Nc1ccc(Br)cc1	-1.6	6	nt	5	-0.4	-3	1.2	7	-5
CCc1c(O)nc(N2CCN(Cc3ccccc3)CC2)[nH]c1=O	-1.6	-2	3.4	1	-0.7	-3	-1.9	-6	4
COc1ccccc1NS(=O)(=O)c1cccc(C(=O)N/N=C/c2ccc(NC(C)=O)cc2)c1	-8.6	24	0.9	-12	0.4	-4	nt	10	-3

Screening data deposited in PubChem by several laboratories.
